TNAP activation fold = human TNAP enzyme activators, primary screen, biochemical, luminescent, no phosphate acceptor, uHTS (AID 1001); purified TNAP, luminescent activation assay, no phosphate acceptor; higher activation fold means a stronger effect; one-dose activation fold at 20 µM; EC50 in µM for titrated hits; 200,000 tested, 0.03% active; in the data active = activation fold from about 3, or a potency from the dose series; inactive = the rest, 99 in 100 with activation fold below about 1.6; note: many of its hits are not listed in these tables
Ins promoter up = insulin promoter activators in MIN6 cells, imaging, high-content screening, mouse beta cells. MIN6 insulin promoter-GFP reporter; hits give high values. 190,000 tested, 0.3% active. z-score at 5 µM. AID 1625, 2009;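 active = z-score above 3 at 5 µM with at least 500 cells counted in the well; inconclusive = wells under 500 cells, flagged as cytotoxic or low count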
human PMI inhibition = inhibitors of human PMI, primary screen, biochemical, fluorescence intensity, coupled assay (AID 1209); Mannose-6-phosphate isomerase (Homo sapiens); purified PMI enzyme, coupled fluorescence intensity; higher % means a stronger effect; inhibition, % at 20 µM, or IC50 in µM where a hit was titrated; 190,000 tested, 0.42% active;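 note: plate controls were DMSO vehicle for no effect and wells lacking substrate for full effect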
Autophagy HCS = autophagy modulators in MEF cells, primary screen, imaging, high-content, MEF GFP-LC3 | MEF GFP-LC3 puncta imaging; test concentration mostly 10 µM | calls only at 10 µM (by protocol) | 190,000 tested, 0.98% active | AID 463193, 2010;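 active = percentage of spot-positive cells more than 3 SD above its plate mean, without a fluorescence outlier flag or 80% toxicity; inconclusive = no clear call, values can overlap the other calls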;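 note: spot-positive cell cutoff set from DMSO-treated cells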
T cell HTS = modulators of CD8 T cell-vesicle binding, primary screen, mouse 2C CD8+ T cells, flow cytometry; 2C CD8+ T cell-vesicle binding; hits give low values; calls only at 7 µM; 330,000 tested, 0.068% active; AID 2052, 2009;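 active = response, share of CD8 T cells binding vesicles, and their 90th percentile fluorescence all below set limits, cut at about 80% in these data, passing the limit was not always enough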
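Read-out – percent CD8+ FL2 mean versus row control · System – murine 2C transgenic CD8+ T lymphocytes · Times – 1.5 h cell–vesicle binding at 37 °C, then 20 min icy labelling · Control set – naked vesicles low, QL9 vesicles with vehicle high · Detection – cytometric PE anti-B7-1 and Alexa647 anti-CD8 signals after 1% paraformaldehyde fixation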
MT stabilizer = microtubule stabilizers in HeLa cells, primary screen, imaging, high-content imaging. HeLa tubulin immunostaining HCS, 24 h; share of cells brighter than vehicle mean+2SD. AID 2205, 2009. % tubulin-high responders, % at 10 µM. 200,000 tested, 0.83% active;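 active = plate Z-score above 3 for both tubulin-high and condensed-nucleus cell shares, with cell loss under 80%, at 10 µM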;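 note: anti alpha tubulin signal scored within the nucleus-defined area of each cell; some results filed as inactive read as strong as hits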
Hep lipid drop = inhibitors of hepatocyte lipid droplet formation, primary screen, imaging, high-throughput imaging, BODIPY stain; AML12 mouse hepatocytes, oleate lipid droplets; 240,000 tested, 0.4% active; AID 1656, 2009; inhibition, % at 6.5 µM;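 active = lipid droplet intensity inhibited by at least 50%, with more than 500 cells counted; inconclusive = wells with under 300 cells, treated as cytotoxic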
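Test system: AML12 mouse liver cells; schedule: overnight exposure; technique: high-content imaging of BODIPY-stained droplets and DAPI nuclei; read-out: % inhibition of corrected integrated BODIPY droplet signal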
bCat nuc transl = modulators of beta-catenin nuclear translocation, primary screen, imaging, HeLa cells, immunofluorescence, high-content; AID 1665, 2009; 190,000 tested, 0.3% active; nuclear translocation activity, % at 5 µM;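 active = nuclear translocation activity above 50% at 5 µM, with a well cell count of 50 or more; inconclusive = wells under 50 cells across six images, flagged as toxic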;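 note: per-cell ratio of nuclear to cytoplasmic median beta-catenin stain intensity; plate controls were DMSO negative control for no effect and GSK-3 inhibitor IX positive control for full effect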
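Technique: fluorescence imaging of beta-catenin antibody stain plus DAPI / Material: human HeLa cell line / Incubation: compound treatment 24 h, 37°C, 5% CO2 / Read-out basis: % activation of per-cell nuclear versus cytoplasmic median beta-catenin signal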
PMI inhibition = human PMI inhibitors, high substrate, primary screen, biochemical, fluorescence intensity, high mannose 6-phosphate (AID 1220); Mannose-6-phosphate isomerase (Homo sapiens); recombinant PMI enzyme, coupled fluorescence intensity; higher % means a stronger effect; inhibition, % at 20 µM; hits with a dose series show IC50 in µM; 190,000 tested, 0.66% active
Ins promoter up cell count = also measured in Ins promoter up; calls as there; cell count; measured here: cytotoxicity, nuclei count;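 total cells summed across four imaged fields per well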
Hep lipid drop cells 6.5 µM = second read-out of Hep lipid drop, no call of its own (marks repeat the call); cell count; measured here: cell count, cytotoxicity flag;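 cells counted across two imaged fields per well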
bCat nuc transl cell count 5 µM = also measured in bCat nuc transl; calls as there; cell count; measured here: cell count, cytotoxicity flag
T cell HTS vesicle-bound % = further read-out of T cell HTS, marked with its call; double positive events, %; measured here: CD8+ vesicle-bound cell fraction;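 binding gate set so that unloaded-vesicle control wells show 10% double positive cells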
MT stabilizer Hoechst-high % = recorded beside MT stabilizer, whose call it bears; % Hoechst-high responders; measured here: nuclear condensation Hoechst responders;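 share of cells brighter than vehicle mean plus two SD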
MT stabilizer cytotoxicity % = further read-out of MT stabilizer, marked with its call; toxicity, %; measured here: cytotoxicity by cell density;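 0% = mean cell density of plate MIN control wells and 100% = no cells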
Autophagy HCS cell loss 18 h = second read-out of Autophagy HCS, no call of its own (marks repeat the call); toxicity, %; measured here: cell loss, nuclei count;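 cell loss after 18 h compound exposure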
Active calls of the source: *; i = inactive; u = inconclusive; x = not tested or not shown; + = active, no number. Cut-off read from the data, not from the text of the source, unless noted: active = inhibition above about 50%; inactive = the rest.

Results follow in this order: TNAP activation fold	Ins promoter up	Ins promoter up cell count	human PMI inhibition	Autophagy HCS	Autophagy HCS cell loss 18 h	T cell HTS	T cell HTS vesicle-bound %	MT stabilizer	MT stabilizer Hoechst-high %	MT stabilizer cytotoxicity %	Hep lipid drop	Hep lipid drop cells 6.5 µM	bCat nuc transl	bCat nuc transl cell count 5 µM	PMI inhibition
CCn1ccnc1CN(C)Cc1cn(-c2cccc(C)c2)nc1-c1cccc(F)c1
→ 1.1	-1.1	1316	23%	i	14	i	24	2.5	2.9	1.3	16	678	-1.3	896	18%
O=[N+]([O-])c1ccc(N=NNc2ccccc2)cc1
→ 0.9	-0.71	1238	-24%	i	-1	i	52	0.7	3.0	3.0	20	696	x	x	-20%
O=C(CCn1c(=O)[nH]c2ccccc2c1=O)NCCSCc1ccccc1
→ 1	0.53	1302	3%	i	12	i	43	3.0	2.1	1.5	8	707	-1.3	1104	-4%
CC1CCN(c2c(NCC3CCC(C(=O)NC4CCCCCC4)CC3)c(=O)c2=O)CC1 (stereo not given)
→ x	0.49	919	x	x	x	i	47	x	x	x	9	647	1.3	1318	x
O=C(C/C(=N/O)c1ccccc1O)C(F)F
→ 1.1	0.61	1454	3%	i	-2	i	54	2.6	4.4	5.9	x	x	1.1	1337	5%
S=C1NC[C@H](CC2CCCCC2)N1CC1CCCCC1
→ 1.1	-1.9	1116	16%	i	15	i	48	2.0	2.3	7.1	-7	714	-0.7	1198	6%
O=C(CN1C(=O)CCC1=O)Nc1nc(-c2ccccn2)cs1
→ 1.2	-0.38	1044	21%	i	2	i	44	2.0	4.3	13	x	x	x	x	23%
CCCOc1ccc(C(=O)ON=C2CCN(C)CC2)cc1
→ 1.1	-0.32	1214	-11%	i	-3	i	59	2.1	2.7	2.5	17	722	x	x	-11%
O=C(NCN1CCCCC1)c1cnccn1
→ 1.1	0.19	1979	10%	i	5	i	19	1.4	3.2	14	-5	649	-0.6	1124	11%
O/N=C/c1ccc2cccc(O)c2n1
→ x	0.31	985	x	x	x	i	29	x	x	x	5	671	0.1	1277	x
COc1cc(Br)cc(CN2CCN(C=O)CC2)c1O
→ 1.1	0.14	1061	15%	i	15	i	13	4.6	4.2	3.5	3	773	3.7	1078	7%
COc1cc(NC(=S)N(C)CCC#N)c(OC)cc1Cl
→ x	0.21	1126	x	x	x	i	33	x	x	x	-9	659	0.7	1417	x
Cc1ccc2c(c1)C(=O)C(=O)N2CC(=O)Nc1ccc(N2CCOCC2)cc1
→ 1.1	1.5	1303	x	i	9	i	19	1.1	1.5	6.0	10	714	0.3	1518	x
CCCc1nc2c([nH]1)C(c1cccnc1)C(C#N)=C(N)O2 (stereo not given)
→ 1	0.6	1323	-2%	i	-9	i	41	1.7	1.3	2.0	0	718	x	x	2%
COCC(=O)N(C)c1nnc(-c2cnc(C)cn2)s1
→ 1.1	0.44	1513	2%	i	-4	i	24	1.3	2.1	3.8	x	x	-0.3	859	6%
COc1ccc(C(=O)c2sc3nc(-c4ccccc4)ccc3c2N)cc1
→ 1	u	x	-28%	+	2.3*	i	54	5.6	3.1	4.2	24	596	-4.5	572	-50%
C/C(=N\Nc1ccc([N+](=O)[O-])cc1[N+](=O)[O-])C(C)(C)C(C(=O)O)C(=O)O
→ 0.9	-0.05	1536	-8%	i	7	i	17	4.4	1.9	1.4	9	745	0.0	1083	-3%
CC(=O)Nc1ccc(S(=O)(=O)Nc2nc3ccccc3nc2Nc2ccccc2)cc1
→ 1.2	-0.32	1406	3%	i	-1	i	41	2.2	2.7	12	6	576	0.6	951	-6%
Cc1cccc(C(=O)NC(=S)NNC(=O)c2ccc(Cl)cc2)c1
→ 2.2	-0.36	1192	-2%	i	7	i	39	1.2	3.9	3.3	-7	595	-3.0	508	-14%
COc1ccccc1NS(=O)(=O)c1cc(NC(=O)c2cccs2)ccc1N1CCOCC1
→ x	0.1	1003	x	x	x	i	40	x	x	x	0	657	2.9	1320	x
CCOC(=O)c1cnc2cc(C)nn2c1-c1ccccc1
→ 1.1	-0.76	1516	2%	i	1	i	56	4.0	2.0	7.7	x	x	-1.5	1350	-4%
Cc1ccc(NC(=O)CN2C(=O)NC3(CCc4ccccc43)C2=O)cc1 (stereo not given)
→ 1	0.17	1185	-12%	i	-5	i	48	1.9	2.6	7.0	0	697	0.4	1134	-8%
CC1CCCC(C)N1S(=O)(=O)c1ccc(S(=O)(=O)NCc2ccccc2)cc1 (stereo not given)
→ 1.1	x	x	-5%	i	12	i	22	3.8	2.6	1.9	2	729	1.7	533	-3%
COc1ccccc1NC(=O)N1C2CCCC1CC(NC(=O)c1ccccc1)C2 (stereo not given)
→ 1.1	-0.29	1202	4%	i	13	i	35	1.7	1.4	3.9	0	758	-1.0	1010	2%
CC(C)N(CCc1ccncc1)C(=O)Nc1ccc(F)cc1
→ 1.1	1.5	942	-2%	i	6	i	38	9.6	2.2	7.2	x	x	1.7	1124	-7%
COCCCNc1ncnc2ccc(C)cc12
→ 1.1	-0.94	649	-18%	i	13	i	23	2.6	1.8	2.3	3	738	-1.3	1213	-13%
CCCCN(CC)C(=O)c1ccc(Cl)cc1
→ 1.1	-0.46	1658	0%	i	11	i	32	4.5	1.8	5.2	-14	668	-3.9	1124	3%
O=C(Nc1nc(-c2cccnc2)cs1)c1ccc([N+](=O)[O-])cc1
→ x	-0.25	1386	x	x	x	i	29	x	x	x	12	667	-3.8	1120	x
CC1CN(Cc2nnc(-c3ccccc3)o2)CC(C)O1 (stereo not given)
→ 1.1	-1.4	1295	-33%	i	-48	i	62	1.8	2.0	2.3	-3	698	2.6	1067	-29%
CC(C)(C)NCCCCOc1ccc(F)cc1
→ 1.2	0.36	873	2%	i	7	i	32	2.7	1.8	1.2	x	x	-1.2	1089	4%
CN1CCN(CC(O)COCCOc2ccc(Br)cc2)CC1 (stereo not given)
→ 1.1	0.19	1203	-21%	i	-12	i	29	3.9	2.9	7.4	-35	633	2.7	576	-10%
COCCn1c(N)c(C#N)c2nc3ccccc3nc21
→ 1.1	x	x	23%	i	3	i	2	3.4	2.0	3.3	13	785	-0.5	1122	24%
NC(=NCc1ccc2c(c1)OCO2)NC(=O)c1ccccc1
→ 1.5	-3.4	1445	8%	i	0	x	x	4.8	1.7	8.3	-7	675	-0.5	1524	3%
CCCS(=O)(=O)N1CCCC(C(=O)NCc2ccc(C)cc2)C1 (stereo not given)
→ 1.1	0.31	1917	6%	i	-5	i	34	4.5	3.3	7.0	14	672	0.1	1092	5%
Cn1c(=O)[nH]c(=O)c2c1nc(Br)n2C/C=N/NC(=O)c1ccccc1
→ x	0.74	1414	x	x	x	i	26	x	x	x	-3	739	-3.8	1191	x

Among those listed so far, these contain bromine.
Results follow in this order: TNAP activation fold	Ins promoter up	Ins promoter up cell count	human PMI inhibition	Autophagy HCS	Autophagy HCS cell loss 18 h	T cell HTS	T cell HTS vesicle-bound %	MT stabilizer	MT stabilizer Hoechst-high %	MT stabilizer cytotoxicity %	Hep lipid drop	Hep lipid drop cells 6.5 µM	bCat nuc transl	bCat nuc transl cell count 5 µM	PMI inhibition
COc1cc(Br)cc(CN2CCN(C=O)CC2)c1O
→ 1.1	0.14	1061	15%	i	15	i	13	4.6	4.2	3.5	3	773	3.7	1078	7%
CN1CCN(CC(O)COCCOc2ccc(Br)cc2)CC1 (stereo not given)
→ 1.1	0.19	1203	-21%	i	-12	i	29	3.9	2.9	7.4	-35	633	2.7	576	-10%
Cn1c(=O)[nH]c(=O)c2c1nc(Br)n2C/C=N/NC(=O)c1ccccc1
→ x	0.74	1414	x	x	x	i	26	x	x	x	-3	739	-3.8	1191	x
